# Assay outcomes deposited in PubChem by several laboratories.
# Large T inhibition – TAg ATPase/helicase activity blockers – biochemical (AID 1903). SV40 large T antigen ATPase/helicase inhibition assay; higher % means a stronger effect. inhibition, % at 20 µM, or IC50 in µM where a hit was titrated. 310,000 tested, 0.39% active; in the data active = a potency from the dose series; inconclusive = inhibition mostly from about 32% at the one dose, without a potency; inactive = the rest, 99 in 100 with inhibition below about 32%; note: strong numbers were not always called active
# GPR55 antagonists – GPR55 antagonists blocking LPI-driven arrestin recruitment, primary screen, imaging, U2OS, beta-arrestin-GFP, LPI agonist (AID 2013); inhibition, % at 10 µM; hits with a dose series show IC50 in µM; 290,000 tested, 0.13% active; U2OS GPR55 beta-arrestin-GFP translocation imaging, LPI antagonism; higher % means a stronger effect;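 active = spots per cell inhibited over 60%, with over 100 cells counted and total cytoplasm intensity under 500,000; inconclusive = wells with under 100 cells, flagged as likely toxic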;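 note: U2OS cells stably carrying GPR55 and arrestin-GFP stimulated by 5 µM LPI near EC80; imaged beta-arrestin-GFP aggregate spots per cell after agonist stimulation; plate controls were LPI-stimulated DMSO wells for no effect and DMSO wells without LPI for full effect; some results filed as inactive read as strong as hits; confirmed hits need IC50 under 10 µM and bright autofluorescent wells are also inconclusive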
# AID2073 – disruptors of CaV2.2 binding to Mint1 – biochemical, HTRF (AID 2073); inhibition, % at 20 µM, or IC50 in µM where a hit was titrated; HTRF protein-protein interaction, Mint1-CaV2.2; higher % means a stronger effect; 290,000 tested, 0.19% active; in the data active = inhibition mostly above about 51%, no sharp cut-off; inconclusive = no clear call, values can overlap the other calls; inactive = mostly below about 53%; note: some results filed as inactive read as strong as hits
# Yfh1-off respiration – mitochondrial function rescue without frataxin homolog – Friedreich's ataxia, plus single-dose screen, dose response (AID 1465); S. cerevisiae Yfh1-off respiration, WST-1 reduction, 72 h; higher fold induction means a stronger effect; 220,000 tested, 0.074% active; fold induction at 50 µM; hits with a dose series show EC50 in µM;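 active = fold induction of absorbance versus untreated yeast above a set limit, then at least 30% activation at any dose in follow-up; inconclusive = repeats straddling the limit, or above it without dose testing; inactive = fold induction below the set limit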;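 note: activators that raise dye reduction in frataxin-depleted yeast; strong numbers were not always called active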
# Rac1 GTP hydrolysis – MgcRacGAP GTPase-activating activity inhibitors, confirmation, biochemical, ADP Hunter fluorescence; MgcRacGAP-stimulated Rac1 GTP hydrolysis, ADP Hunter fluorescence; higher % means a stronger effect; GST-tagged Rac1 F28L mutant substrate; inhibition, % at 30 µM, or IC50 in µM where a hit was titrated; 340,000 tested, 0.6% active;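 active = first-screen hits whose inhibition reached a set limit at any dose in the follow-up dose series; inconclusive = inhibition above the set first-screen limit but never retested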;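 note: fluorescence reports GDP produced by GAP-driven GTP hydrolysis; strong numbers were not always called active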
# NTR1 agonist – NTR1-driven beta-arrestin-GFP spot formation – imaging, U2OS cells, high content, primary screen (AID 493036) | agonist mode | activation, % at 20 µM | 330,000 tested, 0.17% active;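 active = activation at or above 40% of the spot to cytoplasm intensity ratio, with at least 20 cells analyzed; inconclusive = wells under 20 cells, flagged as cytotoxic or low count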;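 note: 0% = DMSO without peptide and 100% = 100 nM NTR1 peptide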
# Target sequence (P30989 whole entry, looked up): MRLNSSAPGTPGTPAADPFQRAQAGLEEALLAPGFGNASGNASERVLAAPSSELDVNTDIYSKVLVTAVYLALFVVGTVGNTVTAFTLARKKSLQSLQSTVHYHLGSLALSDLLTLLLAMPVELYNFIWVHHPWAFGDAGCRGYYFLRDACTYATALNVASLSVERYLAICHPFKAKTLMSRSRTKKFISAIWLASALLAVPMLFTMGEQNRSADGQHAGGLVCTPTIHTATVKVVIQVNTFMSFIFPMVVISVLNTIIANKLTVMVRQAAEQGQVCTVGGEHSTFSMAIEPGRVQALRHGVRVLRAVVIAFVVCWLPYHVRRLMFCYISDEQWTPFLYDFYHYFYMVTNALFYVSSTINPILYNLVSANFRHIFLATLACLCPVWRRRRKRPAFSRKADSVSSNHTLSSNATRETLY
# GPR35 antagonists – inhibition of zaprinast-stimulated GPR35 beta-arrestin translocation – imaging, U2OS, beta-arrestin-GFP, zaprinast agonist, primary screen (AID 2058); U2OS GPR35 beta-arrestin-GFP translocation imaging, zaprinast antagonism; higher % means a stronger effect; inhibition, % at 10 µM; hits with a dose series show IC50 in µM; 290,000 tested, 0.052% active;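 active = inhibition of at least 50% with at least 30 cells and total cytoplasm GFP at most 10,000,000; inconclusive = under 30 cells or total GFP of 10,000,000 plus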
# Dengue-2 NS5 capping – flavivirus cap methylation enzyme inhibition – biochemical, confirmation dose response, primary screen (AID 588689); inhibition, % at 25 µM; hits with a dose series show IC50 in µM; 340,000 tested, 0.3% active; Dengue-2 NS5 methyltransferase capping enzyme assay, biochemical; higher % means a stronger effect; in the data active = a potency from the dose series; inconclusive = inhibition above about 29% without an active follow-up result
# GPR55 activation – selective activators of receptor GPR55 – imaging, U2OS cells, beta-arrestin-GFP redistribution, primary screen (AID 1961) | activation, % at 10 µM, or EC50 in µM where a hit was titrated | U2OS GPR55 beta-arrestin-GFP redistribution imaging; higher % means a stronger effect | 290,000 tested, 0.048% active;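 active = activation above 40% with more than 50 cells counted in the well; inconclusive = wells holding fewer than 50 cells, flagged as toxic or sparse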;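 note: U2OS osteosarcoma cells stably expressing GPR55 and beta-arrestin-GFP; plate controls were DMSO negative control for no effect and LPI positive control for full effect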
# NTR1 agonist cell count 20 µM – second read-out of NTR1 agonist, no call of its own (marks repeat the call); cell count; measured here: cell count, cytotoxicity flag
# Dengue-2 NS5 capping pilot replicate – second read-out of Dengue-2 NS5 capping, no call of its own (marks repeat the call); inhibition, %; measured here: pilot screen replicate inhibition
# * hit, by the source's call; i = inactive; ? = inconclusive; . = no result given. No enrichment for hits. Share with any hit: about 1.7%.
SMILES,Large T inhibition,GPR55 antagonists,AID2073,Yfh1-off respiration,Rac1 GTP hydrolysis,NTR1 agonist,NTR1 agonist cell count 20 µM,GPR35 antagonists,Dengue-2 NS5 capping,GPR55 activation,others
CC1CC(C)CN(CCC(=O)Nc2ccc(Br)cc2)C1 (stereo not drawn),2%,8%,8%,.,11%,-0.2,46,-13%,.,0.8%,
CCOc1ccc(N(C)S(=O)(=O)c2ccc3[nH]cc(C(=O)NCCCOC)c(=O)c3c2)cc1,10%,11%,10%,.,6%,-1.6,95,-2%,-8%,-0.1%,
O=C(c1ccccn1)N1CCCC(N2CCN(Cc3ccc4c(c3)OCO4)CC2)C1 (stereo not drawn),20%,-5%,-2%,.,7%,0.6,52,11%,1%,-0.1%,
CCOc1ccc(S(=O)(=O)Nc2cccc(C(=O)NCC(c3ccco3)N(C)C)c2)cc1 (stereo not drawn),7%,.,.,.,7%,-0.7,45,.,-5%,.,
O=C(CNS(=O)(=O)c1ccc(C(=O)N2CCOCC2)cc1)N1CCOCC1,13%,5%,6%,i,0%,-3.0,29,19%,2%,-0.2%,
COCCCNC(=O)c1oc2ccc(S(=O)(=O)N3CCOCC3)cc2c1C,9%,1%,10%,.,2%,-0.2,40,7%,5%,-0.3%,
Cc1cccc(N(CC(=O)NC2CCCC2)C(=O)c2cc3cc4cccc(C)c4nc3s2)c1C,1%,-6%,16%,i,1%,0.1,51,16%,0%,0.1%,
CCOc1ccc(NS(=O)(=O)c2ccc(NC(=O)C3CCCO3)cc2)cc1 (stereo not drawn),3%,-2%,-2%,i,9%,0.9,42,-15%,-8%,-0.1%,
COc1ccc(OCC(=O)N/N=C\c2ccco2)cc1,-2%,9%,6%,i,16%,0.7,46,8%,-5%,0.1%,
Cc1ccc(NS(=O)(=O)c2ccc(NC(=O)c3ccc(Br)o3)cc2)c(C)c1,8%,21%,7%,i,7%,-0.8,23,-10%,-7%,-0.2%,
Cc1ccc(NS(=O)(=O)c2cc(C(=O)Nc3cccc([N+](=O)[O-])c3)ccc2C)cc1,12%,12%,2%,i,6%,26,45,1%,-1%,-0.3%,
Cn1cnnc1SC(C(=O)Nc1cc(Cl)cc(Cl)c1)c1ccccc1 (stereo not drawn),1%,10%,-2%,i,10%,-2.3,63,4%,-4%,-0.3%,
CCCCNCc1ccc(OCc2ccc(Cl)nc2)c(OC)c1,15%,-9%,-12%,i,14%,2.1,46,-6%,9%,-0.3%,
CC(C)(C)C(=O)Nc1ccccc1C(=O)Nc1cc(Cl)ccc1Cl,-1%,15%,3%,i,-1%,18,101,0%,-5%,-0.1%,Dengue-2 NS5 capping pilot replicate=-2.7
CCOC(=O)c1nn(-c2ccccc2)c2nc(Nc3ccccc3)cc(=O)n12,12%,-2%,19%,i,14%,2.6,42,-2%,-3%,-0.1%,
CCC(CC)c1nnc(NC(=O)c2cccc(S(=O)(=O)N3CCc4ccccc43)c2)s1,0%,.,44%,i,9%,1.1,32,2%,-6%,-0.1%,
COCCNS(=O)(=O)c1ccc2c3c(cccc13)C(=O)N2C,21%,4%,?,i,6%,-0.6,35,7%,.,0.2%,
O=C1c2ccccc2C(=O)N1CCCc1c[nH]c2ccccc12,8%,-6%,-9%,i,6%,4.1,53,0%,-1%,-0.2%,
CCc1ccc(Nc2nnc(SCC(=O)Nc3cccc(S(=O)(=O)NC4=NCCCCC4)c3)s2)cc1,2%,5%,-3%,?,10%,1.1,60,1%,-2%,0.3%,
CC(C(=O)Nc1nncs1)N1C(=O)C2C3C=CC(C3)C2C1=O (stereo not drawn),18%,11%,-4%,i,3%,0.1,84,-4%,-5%,-0.2%,
Cc1cc(Cl)ccc1OCC(=O)NCCOc1nc(N2CCCCC2)nc(N2CCOCC2)n1,4%,-6%,-4%,.,15%,6.7,65,-20%,5%,0.6%,
CC(=O)Oc1ccccc1N(C(C)=O)S(=O)(=O)c1cccc([N+](=O)[O-])c1,2%,4%,8%,i,7%,2.9,88,3%,.,-0.1%,
COc1ccc(OC)c(CCNC(=O)CN2C(=O)CCSc3ccccc32)c1,16%,2%,13%,.,6%,1.6,57,-8%,-4%,0.0%,
Nc1c(C(O)(C(F)(F)F)C(F)(F)F)ccc2ccccc12,14%,6%,-3%,i,11%,.,.,0%,4%,-0.3%,
Cc1cc(NC(=O)COC(=O)c2cccc(O)c2)no1,0%,-6%,-12%,i,4%,-0.3,33,12%,-6%,-0.1%,
COc1ccc(-c2c(C#N)c(N)nc3c2CCc2ccccc2-3)cc1OC,10%,-5%,20%,i,.,7.1,84,-15%,.,0.3%,
CCCCSc1nnc(-c2ccc(NC(=O)CC)cc2)n1C,-2%,-7%,-9%,i,10%,1.2,72,3%,3%,0.3%,Dengue-2 NS5 capping pilot replicate=-3.3
COC(=O)C(=C/C=C/c1cccnc1)C(=O)OC,.,2%,10%,i,6%,-0.5,49,8%,1%,-0.3%,
O=C(CCCN1C(=O)c2cccnc2C1=O)Nc1ccccc1F,8%,23%,-7%,i,1%,0.3,64,7%,7%,0.0%,
CC1=N/C(=C\c2ccccc2Cl)C(=O)O1,11%,.,.,.,9%,-0.6,54,.,2%,.,
CCCNC(=O)C(NS(=O)(=O)c1ccc2c(c1)c(=O)n(C)c(=O)n2C)c1ccccc1 (stereo not drawn),-1%,5%,-6%,i,12%,-2.1,90,3%,1%,0.4%,
Cc1snc(S(=O)(=O)/C(C#N)=N/Nc2ccc(C(F)(F)F)cc2)c1C#N,6%,6%,5%,i,9%,0.9,47,-12%,16%,-0.1%,
O=C1CCCN1c1ccc(S(=O)(=O)NCCOc2ccccc2)cc1,7%,1%,1%,i,-4%,0.3,53,-11%,-2%,-0.4%,
CCCc1cc(=O)n2[nH]c(NCc3ccc(OC)cc3)nc2n1,1%,6%,-1%,i,4%,1.2,55,-9%,.,-0.3%,
CCCCC(c1nnnn1C1CCCC1)N1CCN(C2CCCCC2)CC1 (stereo not drawn),4%,14%,8%,i,3%,-1.3,48,-13%,.,-0.1%,
CC(OC(=O)c1cc(Br)ccc1O)C(=O)NCc1ccc2c(c1)OCO2 (stereo not drawn),0%,.,.,.,-6%,1.0,44,.,-2%,.,

# Part of the list above in order of SMILES length, highest first.
SMILES,Large T inhibition,GPR55 antagonists,AID2073,Yfh1-off respiration,Rac1 GTP hydrolysis,NTR1 agonist,NTR1 agonist cell count 20 µM,GPR35 antagonists,Dengue-2 NS5 capping,GPR55 activation,others
CCCNC(=O)C(NS(=O)(=O)c1ccc2c(c1)c(=O)n(C)c(=O)n2C)c1ccccc1 (stereo not drawn),-1%,5%,-6%,i,12%,-2.1,90,3%,1%,0.4%,
Cc1snc(S(=O)(=O)/C(C#N)=N/Nc2ccc(C(F)(F)F)cc2)c1C#N,6%,6%,5%,i,9%,0.9,47,-12%,16%,-0.1%,
O=C1CCCN1c1ccc(S(=O)(=O)NCCOc2ccccc2)cc1,7%,1%,1%,i,-4%,0.3,53,-11%,-2%,-0.4%,
CCCc1cc(=O)n2[nH]c(NCc3ccc(OC)cc3)nc2n1,1%,6%,-1%,i,4%,1.2,55,-9%,.,-0.3%,
Cc1cc(NC(=O)COC(=O)c2cccc(O)c2)no1,0%,-6%,-12%,i,4%,-0.3,33,12%,-6%,-0.1%,
CC1=N/C(=C\c2ccccc2Cl)C(=O)O1,11%,.,.,.,9%,-0.6,54,.,2%,.,

# (cont.)
SMILES,Large T inhibition,GPR55 antagonists,AID2073,Yfh1-off respiration,Rac1 GTP hydrolysis,NTR1 agonist,NTR1 agonist cell count 20 µM,GPR35 antagonists,Dengue-2 NS5 capping,GPR55 activation,others
CCC1(C)C2(C#N)C(N)=NC(OC)(OC)C12C#N (stereo not drawn),27%,3%,-6%,i,0%,-0.5,73,-7%,-10%,-0.2%,
Cn1c(COc2ccccc2)nnc1SCC(=O)NNC(=O)C1CCCCC1,7%,1%,8%,i,2%,0.9,68,-5%,9%,0.4%,
Cc1cc(NC(=O)c2ccco2)ncc1NC(=O)CCc1ccccc1,.,0%,-4%,.,11%,-1.5,53,-5%,-1%,-0.3%,
CCCCCC(=O)N1CC2(CC(c3cccc(NC(=O)CC)c3)=NO2)C[C@H]1C(N)=O (stereo partly drawn),19%,7%,3%,i,3%,8.3,79,-6%,-6%,-0.2%,
Cc1ccc(CNS(=O)(=O)c2cccc3nsnc23)cc1,3%,7%,-20%,i,-1%,1.9,41,5%,-4%,-0.2%,
CC(C)CNC(=O)Cn1nc(C(F)(F)F)c2c1CCCC2,21%,11%,-4%,i,5%,0.4,45,-20%,14%,-0.1%,
Cc1cc(C)c(S(=O)(=O)NCCCn2ccnc2)cc1C,11%,1%,-2%,.,0%,1.0,49,14%,-5%,0.2%,
CC(C)(C)SCCNC(=O)c1cccc([N+](=O)[O-])c1,4%,-3%,5%,i,2%,1.9,71,.,-1%,-0.3%,
O=C(NC1(O)C(=O)c2ccccc2C1=O)c1c(Cl)cccc1Cl,-2%,1%,-6%,i,.,-0.1,51,10%,.,-0.2%,
COc1cc(N/C(N)=N/c2nc(C)cc(C)n2)c(OC)cc1Cl,.,9%,-6%,i,11%,0.3,78,2%,2%,0.3%,
CC(C)N1CCc2c(sc(NC(=O)c3ccc([N+](=O)[O-])o3)c2C(N)=O)C1,9%,-21%,-2%,.,14%,0.3,47,2%,-7%,-0.2%,
O=C(NCCc1ccccc1)C1CCN(S(=O)(=O)c2ccc(Br)s2)CC1,6%,9%,-10%,i,6%,2.4,47,12%,-8%,-0.1%,
CC(c1ccccc1)n1cc(C(=O)NCCN2CCOCC2)nn1 (stereo not drawn),-3%,10%,0%,i,7%,-2.7,106,-4%,6%,0.5%,
Cc1onc(-c2ccccc2Cl)c1C(=O)Nc1cccc2cccnc12,13%,-8%,-3%,i,7%,9.8,31,-5%,1%,0.3%,
O=C(Nc1cnn(Cc2ccc(F)cc2)c1)c1cnn2c(C(F)F)cc(-c3ccccc3)nc12,10%,8%,9%,i,9%,6.2,52,-14%,-2%,-0.1%,
